Assay outcomes (PubChem)
Growth percent in the NCI-60 one-dose screen (48 h, 10 µM unless noted): 100 = growth as untreated, 0 = no growth, -100 = all killed.
HOP-92: HOP-92 NSCLC cells. 6.3% of 71,000 active
A549/ATCC: A549/ATCC NSCLC | AID 1794740 | 3.7% of 81,000 active
M14: M14 melanoma; AID 1794745; 6.2% of 80,000 active
CCRF-CEM: CCRF-CEM leukemia; AID 1794778; 7% of 77,000 active
SK-MEL-5: SK-MEL-5 melanoma. AID 1794755. 6.4% of 80,000 active
EKVX: EKVX NSCLC; 3% of 71,000 active
LOX IMVI: LOX IMVI melanoma | AID 1794757 | 7.4% of 79,000 active
HOP-62: HOP-62 NSCLC. 3.9% of 80,000 active
Numbers without * were called inactive; . = no result given; & = joins results of further samples; [ ] = dose if it differs, or a comment. Rule for the calls: active = growth percent below 10; inactive = the rest. Compounds were not picked by outcome, and some 12% of all compounds hit somewhere here.

SMILES	HOP-92	A549/ATCC	M14	CCRF-CEM	SK-MEL-5	EKVX	LOX IMVI	HOP-62
CC1(C)CC[C@]2(C(=O)O)CC[C@]3(C)C(=CCC4[C@@]5(C)C[C@@H](O)[C@@H]6OC(c7cccc(F)c7)OC[C@@]6(C)C5CC[C@]43C)C2C1 (stereo partly drawn)	42	20	46	32	46	19	28	49
c1ccc(C(CC2CCCCC2)c2cc3ccccc3s2)cc1 (stereo not drawn)	114	90	106	.	102	99	98	100
COc1ccc2c(c1)CC[C@@H]1[C@@H]2CC[C@]2(C)C3C(=CC(COC(C)=O)C4C(=O)c5c(OC)cccc5C(=O)C43)C[C@@H]12 (stereo partly drawn)	72	68	67	11	104	48	74	70
Nc1cc2c3cncnc3cc(-c3cccc(Cl)c3)c2c2ncncc12	44	86	99	74	80	86	70	.
CCCCCCCCC(=O)N1CCCCC1	129	99	101	.	104	.	102	104
O=C(NNc1nc2cc(F)c(F)cc2n2cccc12)c1ccncn1	63	18	13	7.7*	-19*	12	12	27
CC(=O)c1cc(O)ccc1O	59	103	101	74	113	112	99	89
CC1Cc2c(ncn3cnnc23)N(C)c2ccccc21 (stereo not drawn)	89	103	114	98	100	63	96	97
Cc1c(Cc2c(C)n(C)n(-c3ccccc3)c2=O)c(=O)n(-c2ccccc2)n1C	112	112	104	106	111	119	103	99
CCOC(=O)c1c(C)nc2ccccc2c1/C=C/c1ccc(Br)cc1	81	65	82	74	26	61	70	89
CCOC(=O)Nc1ccc2nc(Sc3ccc(Cl)cc3)sc2c1	.	42	30	20	6.8*	58	48	35
CCc1ccccc1O	97	108	104	96	.	119	98	112
C=CC(=O)Nc1cccc(Oc2nc(Nc3ccc(N4CCN(C)CC4)cc3)nc3ccsc23)c1	-71*	-74*	-81*	1.9*	-97*	16	-85*	-62*
CSc1nc2ccccc2cc1/C=C1/C=C(c2ccccc2)NC1=O	70	82	67	69	82	85	74	79
O=C(Nc1ccccc1Cl)n1ccnc1	85	101	104	91	99	85	97	104
CC1(C)CCC2=C1CC(O)C1(F)C2CCC2=CC(=O)CCC21C (stereo not drawn)	87	83	103	73	101	80	75	85
CC(=O)C1CCC2C3CC4OCC5(CCC(O)CC45Br)C3CCC12C (stereo not drawn)	.	98	104	91	100	.	93	99
O=c1cc(N2CCNCC2)oc2c(-c3ccc4c(c3)OCCO4)csc12	93	112	96	98	96	90	102	96
COC(=O)C1=COC(OC2OC(CO)C(O)C(O)C2O)C2C(C)CC(=O)C12 (stereo not drawn)	.	.	102	107	100	96	92	111
CC1(C)CC2C3=CCC4[C@@]5(C)CC[C@H](O)C(C)(C)C5CC[C@@]4(C)[C@]3(C)CC[C@@]2(C(=O)O)[C@H](O)C1 (stereo partly drawn)	109	90	94	99	92	99	97	99
C#CCOc1ccc(/C=N/Nc2nc(-c3ccc(F)cc3)cs2)cc1OC	34	73	61	26	3.9*	63	62	87
Cc1ccc(C)c(C(=O)C(C)C)c1	.	103	102	102	111	103	104	96
CC(=O)NS(=O)(=O)c1ccc(NC(=O)CCC(=O)O)cc1	.	96	106	105	100	107	101	105
NS(=O)(=O)c1ccc(C(=O)NN2C(=O)c3nccnc3C2=O)cc1	110	100	108	111	99	100	102	102
O=C(Nc1ccc(Cl)c(Cl)c1)Nc1c(Oc2ccc(Cl)c(Cl)c2)ccc(Cl)c1S(=O)(=O)O	.	37	19	13	7.1*	38	34	49
(further entries)
SMILES	HOP-92	A549/ATCC	M14	CCRF-CEM	SK-MEL-5	EKVX	LOX IMVI	HOP-62
COc1ccccc1OCC1CO1 (stereo not drawn)	.	103	109	30	117	113	114	100
CN(C)Cc1cc(O)c(CN(C)C)cc1O	99&87&105	88&99&107	89&104&102	122&110&109	108&112&102	96&100&93	99&100&93	87&101&97
CCN(CC)S(=O)(=O)c1ccc(-c2csc(Nc3ccc(C)c(C)c3)n2)cc1	42	99	87	89	84	.	92	85
CC(C)CCC1=C(O)c2ccccc2C(=O)C1=O	100	91	101	104	100	98	94	96
COc1ccc(C(=O)c2c(-c3[nH]c4ccccc4c3C(=O)c3ccc(OC)cc3)[nH]c3ccccc23)cc1	61	101	86	93	96	99	99	63
NCCSSC/C=C\CSSCCN	85	.	97	96	97	.	97	.
CCOC(=O)N1CCc2nc(NC(=O)Cc3ccccc3)sc2C1	78	81	104	90	96	95	103	81
C=CCn1cc(-c2nc3ccc(C(=C(C#N)C#N)c4ccccc4)cc3[nH]2)c2cc(-c3ccc4ccccc4c3)ccc21	109	109	100	105	100	77	.	99
CS(=O)(=O)c1nccc(-c2c(-c3cccc(OCc4ccccc4)c3)nc3sccn23)n1	52	106	72	52	0.1*	92	29	93
CC(=O)NCCCN1c2ccncc2Sc2ccncc21	91	106	126	97	105	97	94	107
C[C@]12C[C@H](c3ccc(OS(N)(=O)=O)cc3)C3=C4CCC(=O)C=C4CC[C@H]3[C@@H]1CC[C@@]2(O)C(F)(F)C(F)(F)F	89	83	104	101	.	82	92	107
COc1cccc(/C=C2\Oc3cc(OCCN4CCCC4)ccc3C2=O)c1OC	98	101	96	95	99	99	96	103
N#CC1(c2ccccc2)OC(C(=O)c2ccccc2)CC1Br (stereo not drawn)	87	90	101	102	97	105	91	100
CCN1C(=O)N(CC)C2C1NN=c1s/c(=C3\C(=O)Nc4ccccc43)c(=O)n12 (stereo not drawn)	-4.2*	29	20	.	19	65	42	5.9*
O=CNC1CCCCC1	102	96	113	97	99	.	99	107
COc1ccc2c(c1)/C(=C/c1c(-c3cc(OC)c(OC)c(OC)c3Br)nc3sccn13)C(=O)N2	61	101	115	81	83	85	65	59
COc1ccc(S(=O)(=O)NCCCNc2nccc(-c3cn(-c4ccccc4)nc3-c3ccc(Cl)c(OC)c3)n2)cc1	.	41	67	.	54	54	64	.
Nc1cccc(OCCCCCOc2cccc(N)c2)c1	92	74	57	48	61	.	72	111
CC(=O)N1N=C(c2ccccc2)CC1c1sc(N(C)Cc2ccccc2)nc1Cl (stereo not drawn)	115	91	104	106	101	96	98	107
COc1ccc(NC(=O)CSc2nc3ccccc3c(=O)n2Cc2cc(OC)c(OC)c(OC)c2)cc1	59	99	99	90	87	.	94	91
CNc1ccccc1O	91	102	117	95	106	102	100	100
CN(C)CCNc1cc2sc(NC(=O)c3ccccc3)nc2cn1	79	74	93	75	99	89	97	88
CCCCCC/C(C=O)=C\c1ccccc1	96	100	99	105	103	97	110	90
O=C1NC2(CCCCC2)C(=O)N1CO	96	79	102	106	94	94	94	91
CC1(c2ccccc2Cl)NC(=O)NC1=O (stereo not drawn)	83	91	106	101	101	105	97	86
(more compounds)
SMILES	HOP-92	A549/ATCC	M14	CCRF-CEM	SK-MEL-5	EKVX	LOX IMVI	HOP-62
O=C(COc1cccc(/C=C2\Cc3ccc(Cl)cc3C2=O)c1)Nc1nc2ccccc2s1	75	111	108	109	107	101	90	95
O=C(O)CC(NC(=O)OCc1ccccc1)C(=O)O (stereo not drawn)	103	101	107	103	123	109	88	99
CCOc1ccc(NC(=O)SCC)cc1	76	94	110	97	106	98	101	106
CC1(C)C2CCC1(C)C1(C2)OC(CCl)CS1 (stereo not drawn)	106	105	99	108	100	.	104	122
O=C(Nc1ccc(-n2cc(-c3ccncc3)c(-c3ccc(O)c(Cl)c3)n2)cc1)c1cc(C(F)(F)F)cc(C(F)(F)F)c1	6.7*	55	30	31	60	66	42	81
CCOC(=O)C1=C(C(=O)c2ccc(C)cc2)C(c2cccc(O)c2)NC(=S)N1 (stereo not drawn)	109	105	91	113	105	108	101	96
ON=C(CCc1ccccc1)CCc1ccccc1	86	88	118	81	102	.	100	99
O=C=NS(=O)(=O)O[C@@H]1C(=O)N(c2cc3c4ccccc4ccc3c3ccccc23)[C@H]1c1ccc(F)cn1	93	83	98	86	87	88	89	88
C/C(CC(C)C)=N/NC(N)=S	78	84	84	44	100	60	95	99
O=C1O[C@H]2[C@@H](I)[C@H]3C[C@H]2[C@H]1[C@H]3c1ccccc1	95	95	90	97	100	.	99	101
Clc1cn2cc(-c3cccs3)nc2s1	.	102	139	103	94	93	91	111
COC(=O)c1nc(C(C)(C)C)oc1N	86	94	100	105	108	98	99	93
COc1ccc(CN2CCC(N3CCCC3=O)c3cc(OC)ccc32)cc1 (stereo not drawn)	.	107	112	105	134	97	104	94
CCCc1cc2c(cc1CN(Cc1cc3c(cc1CCC)OCO3)C(=N)OCC)OCO2	55	72	86	80	89	75	84	84
CCCCCCCCCCCCCC1=NCC[N+]1(CCO)Cc1ccccc1 (stereo not drawn)	-73*	-69*	-79*	-50*	-74*	-80*	-92*	-83*
O=C1CC=C(Nc2ccc(C(=O)Nc3cccc(Cl)c3Cl)cc2)N=N1	93	75	51	66	93	81	45	76
CCOC(=O)N1CCC2(CC1)C[C@](C)(C(C)=O)C(C)O2 (stereo partly drawn)	98	89	99	95	98	102	101	100
CCOc1nc(-c2ccccc2)cc2c(O)c(C(=O)N/N=C/c3ccc(F)cc3)[nH]c(=O)c12	186	92	98	72	104	96	105	88
O=C(CSc1nnc(-c2cc(-c3ccc(Cl)cc3)nc3ccccc23)n1-c1ccccc1)c1ccccc1	103	83	96	98	85	97	106	98
CC(C)(c1ccccc1)c1ccc(N)cc1	87	97	98	95	95	96	.	86
Cc1cc(Cl)cc2c1OCN(Cc1ccccc1)C2	.	97	118	103	103	93	92	91
C=CCC(C#N)(C(=O)OCC)/C(C)=C/CC (stereo not drawn)	.	101	118	94	102	.	101	106
CCC(C)N1C(=O)c2ccccc2C1=O (stereo not drawn)	.	108	110	92	124	117	100	107
Cc1c(C)c2c(c(C)c1OCC(=O)O)CC[C@@](C)(CCC[C@@H](C)CCC[C@@H](C)CCCC(C)C)O2	-57*[50 µM]	-3.1*[50 µM]	-19*[50 µM]	.	-77*[50 µM]	32[50 µM]	-84*[50 µM]	2.7*[50 µM]
COc1ccc(/C=N/N(C)C(=O)Nc2cccc(Cl)c2)cc1OC	75	90	108	89	88	.	95	98
O=C1Nc2ccccc2/C1=C/c1cn(Cc2cccc3ccccc23)c2ccccc12	.	42	93	67	103	61	70	93
CCCCSCCCOC(C)=O	89	94	101	88	105	.	99	112

Molecules listed so far that contain a Cl atom:
SMILES	HOP-92	A549/ATCC	M14	CCRF-CEM	SK-MEL-5	EKVX	LOX IMVI	HOP-62
Nc1cc2c3cncnc3cc(-c3cccc(Cl)c3)c2c2ncncc12	44	86	99	74	80	86	70	.
CCOC(=O)Nc1ccc2nc(Sc3ccc(Cl)cc3)sc2c1	.	42	30	20	6.8*	58	48	35
O=C(Nc1ccccc1Cl)n1ccnc1	85	101	104	91	99	85	97	104
O=C(Nc1ccc(Cl)c(Cl)c1)Nc1c(Oc2ccc(Cl)c(Cl)c2)ccc(Cl)c1S(=O)(=O)O	.	37	19	13	7.1*	38	34	49
COc1ccc(S(=O)(=O)NCCCNc2nccc(-c3cn(-c4ccccc4)nc3-c3ccc(Cl)c(OC)c3)n2)cc1	.	41	67	.	54	54	64	.
CC(=O)N1N=C(c2ccccc2)CC1c1sc(N(C)Cc2ccccc2)nc1Cl (stereo not drawn)	115	91	104	106	101	96	98	107
CC1(c2ccccc2Cl)NC(=O)NC1=O (stereo not drawn)	83	91	106	101	101	105	97	86
O=C(COc1cccc(/C=C2\Cc3ccc(Cl)cc3C2=O)c1)Nc1nc2ccccc2s1	75	111	108	109	107	101	90	95
CC1(C)C2CCC1(C)C1(C2)OC(CCl)CS1 (stereo not drawn)	106	105	99	108	100	.	104	122
O=C(Nc1ccc(-n2cc(-c3ccncc3)c(-c3ccc(O)c(Cl)c3)n2)cc1)c1cc(C(F)(F)F)cc(C(F)(F)F)c1	6.7*	55	30	31	60	66	42	81
Clc1cn2cc(-c3cccs3)nc2s1	.	102	139	103	94	93	91	111
O=C1CC=C(Nc2ccc(C(=O)Nc3cccc(Cl)c3Cl)cc2)N=N1	93	75	51	66	93	81	45	76
O=C(CSc1nnc(-c2cc(-c3ccc(Cl)cc3)nc3ccccc23)n1-c1ccccc1)c1ccccc1	103	83	96	98	85	97	106	98
Cc1cc(Cl)cc2c1OCN(Cc1ccccc1)C2	.	97	118	103	103	93	92	91
COc1ccc(/C=N/N(C)C(=O)Nc2cccc(Cl)c2)cc1OC	75	90	108	89	88	.	95	98
